Screening results from PubChem.
Rab9 prom act = activators of Rab9 promoter; Huh7 Rab9 promoter-luciferase reporter, luminescence, 24 h; Potency, µM (series often up to 9.22 µM), without a hit: top-dose activation, negative = inhibition, actives largely listed as activators; 320,000 tested, 2.8% active; AID 485297; also: % of control where 0% means no effect; nearly all actives have a fitted effect of over 60% in size
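Using Huh7 cells stably transfected with Rab9 promoter–luciferase, compounds were incubated 24 h at 37 °C, 5% CO2; luciferase luminescence was read 10 min after reagent addition.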
MBNL1 CUG block = blocks human MBNL1 binding to CUG repeat RNA. Q9NR56. TR-FRET MBNL1-His/biotin-(CUG)12 binding, 665/545 ratio. Potency, µM (highest dose often 57.5 µM), inactives show at the highest dose activity change, negative = inhibition, hits mostly inhibitors. 280,000 tested, 0.036% active. AID 2675; active = well fitted inhibition curve with a large enough effect in the signal ratio, with a control signal flat, not every such curve was filed as active; inconclusive = small, poorly fitted or top-dose-only effect, or effect the other way, or a change in a side signal; inactive = no such curve, though single readings can be large or run the other way; the % refers to the signal ratio; also: % is scaled to controls: 0 for no effect and ±100 for the full control effect
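Inhibition of protein-RNA binding appears as loss of TR-FRET between terbium anti-His antibody on MBNL1-His and streptavidin-XL665 on biotin-(CUG)12. Activity is normalized to buffer-only and uninhibited-complex controls.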
CXXC DNA block = MLL CXXC-DNA interaction inhibition; MLL-CXXC / FITC-HOXA9 DNA fluorescence polarization; Potency, µM (series often up to 115 µM), for inactives: top-dose activity change, negative = inhibition, most hits filed as inhibitors; Q03164; 290,000 tested, 0.037% active; active = well fitted inhibition curve with a large enough effect in the polarisation, with a control signal flat, not every such curve was filed as active; inconclusive = small, poorly fitted or top-dose-only effect, or effect the other way, or a change in a side signal; inactive = no such curve, though single readings can be large or run the other way; the % refers to the polarisation
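Steps: dispense CXXC domain solution (7 uM) → pin compounds or unlabeled HOX-A9 DNA control → 5 min ambient → add FLSN-HOX-A9 solution (50 nM) → spin → 30 min ambient → fluorescence polarization. Tris pH 7.5/NaCl/DTT/BSA buffer.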
FLuc counter = inhibits or activates purified firefly luciferase, miR-21 counter-screen; P08659; purified FLuc, Km substrates, luminescence inhibition; Potency, µM (titrated, usually from 57.5 µM), for the others: at the top dose activity change, negative = inhibition, usual class: inhibitors; 360,000 tested, 6.9% active; AID 588342;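 also: plate controls were vehicle for no effect and reference inhibitor for full effect; nearly all actives have a fitted effect of over 55% in size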
Target sequence (P08659 whole entry, looked up): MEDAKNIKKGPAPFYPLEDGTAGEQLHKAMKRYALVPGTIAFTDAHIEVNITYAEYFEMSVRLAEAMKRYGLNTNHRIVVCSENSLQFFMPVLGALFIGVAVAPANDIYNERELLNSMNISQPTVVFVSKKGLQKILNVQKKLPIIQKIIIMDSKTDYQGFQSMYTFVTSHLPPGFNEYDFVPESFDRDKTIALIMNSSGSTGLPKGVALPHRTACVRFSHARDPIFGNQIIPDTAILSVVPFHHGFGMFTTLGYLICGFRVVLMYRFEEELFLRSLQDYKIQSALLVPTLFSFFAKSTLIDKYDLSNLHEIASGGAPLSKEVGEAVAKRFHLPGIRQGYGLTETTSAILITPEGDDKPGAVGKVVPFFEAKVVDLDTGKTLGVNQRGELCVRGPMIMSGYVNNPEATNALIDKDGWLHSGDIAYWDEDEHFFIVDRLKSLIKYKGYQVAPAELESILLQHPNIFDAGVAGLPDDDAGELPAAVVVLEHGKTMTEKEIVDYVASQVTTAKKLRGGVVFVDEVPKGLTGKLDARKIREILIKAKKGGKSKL
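Purified P. pyralis luciferase, 10 nM final, with Km-level 10 uM D-luciferin and 10 uM ATP in 50 mM Tris acetate pH 7.5, 10 mM Mg acetate, 0.01% Tween-20, 0.05% BSA; 6-point qHTS titration about 60 µM downward; luminescence read.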
uPA surface inh = cell surface uPA generation inhibition | cell surface uPA generation assay, qHTS | Potency, µM (doses to about 38.3 µM), for the others: at the top dose activity change, negative = inhibition, usual class: inhibitors | 330,000 tested, 0.31% active | AID 540303; active = well fitted inhibition curve with a large enough effect; inconclusive = small, poorly fitted or top-dose-only effect; inactive = no such curve, though single readings can be large or run the other way; tested in mouse RAW 264.7 cells; also: % is scaled to controls: 0 for no effect and ±100 for the full control effect; nearly all actives have a fitted effect of over 55% in size
BRCA1 expr act = BRCA1 expression activation. MCF7-BRCA1-FFLuc reporter, luminescence, 48 h; response scale: scaled: vehicle 0%, 10 µM genistein 100%. Potency, µM (highest dose often 46.1 µM), without a hit: at the highest dose activation, actives largely listed as activators. 380,000 tested, 1.1% active; also: nearly all actives have a fitted effect of over 80% in size; some results filed as inactive show a strong effect at the top dose
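MCF7-BRCA1-FFLuc cells, 2000/well in phenol-red-free MEM, attached 2 h then treated 48 h at 37 C. Luciferase luminescence read 15 min after reagent; normalized to genistein maximum activation (10microM) and DMSO, concentration-response fitted.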
Gal4-VP16 FLuc = counter-screen for ROR gamma inhibitors: Gal4-VP16 reporter. 310,000 tested, 3.5% active. Drosophila S2 Gal4-VP16 UAS-luciferase, luminescence, 20 h. AID 2546. Potency, µM (highest dose often 53.6 µM), for the others: top-dose activity, negative = inhibition, most hits filed as inhibitors;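 also: Gal4-VP16 expression switched on by copper sulfate through the metallothionein promoter; % is scaled to controls: 0 for no effect and ±100 for the full control effect; nearly all actives have a fitted effect of over 50% in size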
RORg inh = inhibitors of mouse ROR gamma transcriptional activity | Potency, µM (top dose mostly 53.6 µM), for inactives: at the highest dose activity change, negative = inhibition, hits mostly inhibitors | 310,000 tested, 5.4% active | Drosophila S2 Gal4-RORgamma UAS-luciferase reporter, 20 h | AID 2551; also: % is scaled to controls: 0 for no effect and ±100 for the full control effect; nearly all actives have a fitted effect of over 60% in size
Target sequence (P51450 whole entry, looked up, the tested form may be a part): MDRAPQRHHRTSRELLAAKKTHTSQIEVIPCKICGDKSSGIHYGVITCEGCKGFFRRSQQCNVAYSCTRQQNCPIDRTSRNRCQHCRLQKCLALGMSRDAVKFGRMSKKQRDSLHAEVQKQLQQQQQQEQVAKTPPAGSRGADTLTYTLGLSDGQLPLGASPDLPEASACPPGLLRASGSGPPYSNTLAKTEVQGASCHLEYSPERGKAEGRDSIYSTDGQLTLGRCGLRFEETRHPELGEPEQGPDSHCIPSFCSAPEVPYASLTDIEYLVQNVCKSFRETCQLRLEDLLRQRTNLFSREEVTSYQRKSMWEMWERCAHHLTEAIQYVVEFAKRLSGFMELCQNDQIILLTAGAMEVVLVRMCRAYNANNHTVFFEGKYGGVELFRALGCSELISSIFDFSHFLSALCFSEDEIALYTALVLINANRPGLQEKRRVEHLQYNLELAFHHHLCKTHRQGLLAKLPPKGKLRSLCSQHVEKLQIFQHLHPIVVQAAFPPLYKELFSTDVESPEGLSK
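Schneider cells (Drosophila), stable Gal4 DBD–ROR gamma + UAS-luc; 1 hr cmpd preincubation; Cu2+ induction 700 uM final; 20 hr ambient; luminescence.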
p53 reactivator = mutant p53 re-activation in reporter cells | 320,000 tested, 0.063% active | H1299 p53-A138V BP100-luciferase reporter, luminescence, 24 h | Potency, µM (doses to about 92.2 µM), inactives show at the highest dose activity change, positive = activation, actives largely listed as activators | AID 504706; also: % of control where 0% means no effect; nearly all actives have a fitted effect of over 45% in size
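p53-null H1299 cells stably carrying temperature-sensitive p53-A138V and a BP100-luciferase reporter were pinned with compounds (4-point, 1:5 series) and held 24 hrs at 37 deg C. Luminescence was read 10 min after detection reagent.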
ELG1 genotoxic = inducers of genotoxicity in HEK293T ELG1-luciferase cells; AID 504466; 330,000 tested, 1.3% active; HEK293T ELG1-luciferase reporter, luminescence, 16 h; Potency, µM (highest dose often 46 µM), without a hit: at the highest dose activity change, positive = activation, actives largely listed as activators; also: % of control where 0% means no effect; nearly all actives have a fitted effect of over 60% in size
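HEK293T cells expressing luciferase-tagged ELG1 were treated with compound or DMSO for 16 hr at 37°C. Luciferase activity was then read after 30 min with ONE-Glo at room temperature; rising signal flags genetic stress.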
NPC1 prom act = activates the NPC1 promoter | Huh7 NPC1 promoter luciferase reporter, 24 h | Potency, µM (top dose mostly 9.22 µM), for the others: at the highest dose activation, actives largely listed as activators | 320,000 tested, 2.4% active;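 also: % of control where 0% means no effect; nearly all actives have a fitted effect of over 60% in size; reporter is driven by a mutant NPC1 promoter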
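Huh7 cells stably carrying NPC1 promoter–luciferase, plated in Opti-MEM with 10% FBS for 2 h, were exposed to compound in DMSO for 24 h at 37 °C; luciferase reagent was added for 10 min and luminescence read.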
* hit, by the source's call; ? = inconclusive; . = not tested or not shown; & = joins results of further samples; [ ] = dose if it differs, or a comment. Unless noted, calls follow the shape of the dose curve; as a rule, active = well fitted curve in the direction sought with a large enough effect; inconclusive = small, poorly fitted or top-dose-only effect, or another doubt; inactive = no such curve, though single readings can be large; an effect the other way counts as inactive or inconclusive. Potency is read from the fitted curve at half-maximal effect. Some of the compounds tested; count on the stated rates, not on these rows.

item	SMILES	BRCA1 expr act	CXXC DNA block	uPA surface inh	RORg inh	FLuc counter	ELG1 genotoxic	Rab9 prom act	p53 reactivator	MBNL1 CUG block	Gal4-VP16 FLuc	NPC1 prom act
1	CCN(CC)S(=O)(=O)c1cccc(C(=O)N2CC(O)CC2C(=O)OC)c1 (stereo not given)	5%	-7%	3%	3%	2%	-1%	0%	-14%	3%	-7%	0%
2	COc1ccc(S(=O)(=O)NCCSCc2ccccc2C)cc1Br	0%	4%	4%	0%	?	2%	7%	1%	-9%	-2%	-2%
3	COc1ccc(-c2nc(-c3ccc4c(c3)OCO4)[nH]c2-c2ccc(OC)cc2)cc1	-78%	9%	-8%	-19%[10 µM]	-4%	-14%	-1%	5%	.	-3%	-12%
4	O=C(NC1CCN(Cc2ccc(Cl)c(Cl)c2)CC1)c1ccccc1	-12%	12%	-2%	44%	-1%	-8%	-10%	2%	-1%	9%	-4%
5	CC(NC(=O)c1cn(C)c2ccc(S(=O)(=O)N3CCCC3)cc2c1=O)c1ccccc1 (stereo not given)	5%	53%[activator]	4%	12%	1%	-1%	-1%	0%	-4%	-23%	-20%
6	COc1ccc(NC(=O)CS(=O)(=O)c2cccc(Cl)c2)cc1	0%	1%	2%	23%	7%	1%	-6%	0%	-2%	2%	2%
7	CN(C)S(=O)(=O)c1cc(NC(=O)COC(=O)Cc2ccc(Cl)cc2Cl)ccc1Cl	-6%	2%	3%	22%	1%	-2%	0%	-1%	?	-7%	-2%
8	Cc1nn(C(C)CC(=O)O)c(C)c1Br (stereo not given)	13%	-11%	8%	5%	1%	-1%	-2%	-3%	7%	0%	1%
9	CCOC(=O)c1[nH]c(C)c(C(=O)N2CCc3ccccc32)c1C	-85%	-1%	-12%	-19%	1%	12%	-24%	7%	-4%	0%	-3%
10	O=c1c2cc(F)ccc2[nH]c(=S)n1Cc1ccc(F)cc1	-40%	18%	4%	1.4µM*	1%	-2%	2%	-1%	19%	3.2µM*	-2%
11	CSc1ccc(CN2CCN(Cc3ccccc3)C(CCO)C2)cc1 (stereo not given)	-21%	3%	1%	-2%	3%	-5%	-1%	-3%	-1%	4%	-2%
12	O=C(NC1CCN(Cc2ccccc2)CC1)c1cn(-c2ccccc2)nc1-c1cccnc1	-16%	.	-4%	.	-8%	-18%	-5%	-5%	.	.	0%
13	CCCCN(C(=O)CSCc1c(C)noc1C)c1c(N)n(CCC)c(=O)[nH]c1=O	1%	4%	-1%	-11%	0%	2%	18%	17%	-1%	-7%	-8%
14	O=C(N/N=C/c1ccco1)c1cccc(N2CCCC2=O)c1	14%	-1%	2%	?	19µM*	18%	22%	?	?	1%	12%
15	COC(=O)C1=C(C)N(Cc2ccccc2)C(=NCc2cccc(Cl)c2)N[C@H]1c1ccccc1	0%	10%&0%	-14%	-2%&-3%	1%&0%	-1%	-2%&-6%	-8%	1%&-8%	-7%&-4%	-2%&6%
16	CCCCC(=O)OCCNC(=O)c1cc2ccccc2oc1=O	12%	4%	-3%	14%	0%	7%	-1%	-15%	?	9%	-1%
17	CC(Sc1nc2cc([N+](=O)[O-])ccc2n1-c1cccc(C(F)(F)F)c1)C(=O)NC(N)=O (stereo not given)	1%	4%	4%	13µM*	4%	1%	-3%	-14%	0%	20µM*	-1%
18	COc1ccc(CN2CCN(CCCc3ccccc3)C(CCO)C2)cc1OC (stereo not given)	-10%	-12%	0%	-34%	-7%	-8%	-2%	8%	1%	-8%	1%
19	CC(=O)c1ccc(N2CCN(S(=O)(=O)c3ccc4c5c3CC(=O)N5CC(C)S4)CC2)cc1 (stereo not given)	-15%	20%	0%	6%	0%	-1%	-19%	16%	5%	-10%	-15%
20	O=C(c1ccccc1F)N(Cc1cccs1)C1CCS(=O)(=O)C1 (stereo not given)	-1%	22%	11%	35%	1%	0%	2%	-1%	0%	1%	1%
21	COc1ccc(-n2nc3c(c2NC(C)=O)CS(=O)(=O)C3)cc1	0%	3%	1%	-10%	4%	-1%	-9%	-1%	2%	2%	0%
22	O=C(CSc1nnc2ccccn12)N1CCc2ccccc2C1	?	0%	1%	?	?	?	27%	29%	7%	8%	?
23	O=C(C(=O)N1CCOCC1)c1cn(CC(=O)N2CCCCC2)c2ccccc12	1%	0%	-15%	16%	4%	-3%	-1%	9%	-2%	-5%	1%
24	Cc1cccc(NC(=O)CN2C(=O)CSC2=O)c1	0%	-6%	1%	2%	-7%	0%	-2%	-3%	9%	1%	2%
25	O=CN1Cc2ccccc2-c2ccccc2C1	6%	23%	-3%	-18%	-1%	-3%	0%	10%	-2%	13%	-4%
26	CC(C)(C)NC(=O)NC(=O)CN1CCCCCCC1	1%	11%	-2%	11%	-3%	0%	4%	1%	-1%	-13%	-3%
27	COc1ccc(S(=O)(=O)N/N=C\c2ccc3c(c2)OCO3)cc1	-1%	7%	10%	5%	-14%	-5%	5%	7%	2%	-11%	3%
28	CC(=O)Nc1ccccc1Oc1ccccc1	0%	14%	2%	19%	-3%	-2%	1%	12%	-2%	-3%	0%
29	CCC(C)c1ccc(NC(=O)c2cccs2)cc1 (stereo not given)	?	-3%	?	?	0.67µM*	0.73µM*	0.45µM*	36%	4%	?	0.4µM*
30	COCP(=O)(c1ccccc1)c1ccccc1	1%	-5%	13%	17%	-2%	6%	16%	-1%	0%	7%	14%
31	CCOC(=O)CCS(=O)(=O)c1ccc(-c2ccc(S(=O)(=O)CCC(=O)OCC)cc2)cc1	-2%	3%	6%	5%	2%	-4%	0%	9%	-2%	0%	1%
32	N=C(N)SCc1cccc2ccccc12	-57%	16%	-8%	?	1%	-11%	-19%	-9%	-12%	?	-12%
33	CC(=O)c1cccc(NC(=O)C2=CC(c3ccco3)=NS(=O)(=O)N2C)c1	22%	0%	1%	28%	-3%&-3%	0%	-3%	16%	?	-3%	0%
34	CC(=O)/C(=C/Nc1ccc(Oc2ccccc2)cc1)c1ccccc1	-8%	1%	5%	25%	-4%	18%	-6%	1%	3%	0%[0.365 µM]	-1%
35	c1ccc(CNc2ncnc3c2ncn3C2CCCCO2)cc1 (stereo not given)	13µM*	4%	5%	?	27µM*	?	?	?	-18%	11%	?
36	CCCC(=O)N1c2ccccc2C(N(C(C)=O)c2ccccc2)CC1C (stereo not given)	-22%	-5%	-4%	-10%	1%	0%	-9%	1%	5%	-6%	-3%
37	CCOc1ccc(CCNC(=O)C2CCN(c3nn4c(=O)cc(C)nc4s3)CC2)cc1	-6%	1%	0%	8%	-1%	1%	-6%	-2%	1%	-4%	3%
38	CS(=O)(=O)c1ccc(N2CCN(S(=O)(=O)c3cccs3)CC2)c([N+](=O)[O-])c1	-10%	.	-3%	.	3%	-2%	-4%	10%	.	.	2%
39	CC1CCN(C(=O)C2CCC(CNS(=O)(=O)c3cccc4cccnc34)CC2)CC1 (stereo not given)	.	8%	.	9%	5%	-1%	-3%	-1%	24%	1%	-5%
40	CN(C)S(=O)(=O)c1ccc(N2CCCC2)c(C(=O)Nc2ccccc2OC(F)F)c1	-20%	-2%	1%	36%	-2%	-9%	1%	-1%	-1%	4%	-10%
41	COc1cc(C(=O)Oc2ccccc2/C=N/NC(=O)c2ccc(Cl)cc2)cc(OC)c1OC	-56%	11%	-7%	6.3µM*	6.7µM*	?	-24%	?	-9%	11µM*	0%
42	CCCn1c(=O)c(C(=O)Nc2ncccc2C)c(O)c2ccccc21	-50%	3%	-2%	-32%	-3%	-5%	-2%	-3%	-5%	-6%	0%
43	CCOC(=O)N1CCN(C2CC(=O)N(c3ccc(Cl)c(Cl)c3)C2=O)CC1 (stereo not given)	-2%	-2%	-6%	14%	4%	2%	1%	-4%	-3%	2%	-2%
44	O=C(Cn1cnc2c(nnn2-c2ccc(F)cc2)c1=O)N1CCCc2ccccc21	-16%	-1%	-1%	26%	-6%	-9%	-2%	-6%	2%	0%	3%
